Screens deposited in PubChem by School of Medicine, Boston University.
PL biosyn Enam: animal cell phospholipid biosynthesis inhibition, Enamine screen; AID 1347385; ZR-82 CHO cells, pyrene fatty acid UV survival, CellTiter Blue; peroxisome-deficient CHO-K1 mutant line; plus DGAT-1, DGAT-2 and ACAT inhibitors; calls only at 10 µM; hit rate 0.4% among 20,000;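 active means cell survival signal 2 SD away from solvent-only control wells, confirmed on one or two retests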;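 further: 3 h compound exposure then viability read about one day after UV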
Calls only; i = inactive. A portion of the library, so the mix of outcomes need not match the whole.

Molecule | PL biosyn Enam
Cc1ccc(-n2c(-c3ccc(Br)cc3)c[n+]3c2CCCCC3)cc1 | i
NS(=O)(=O)c1ccc(F)cc1 | i
Brc1ccc(NC2=Nc3ccccc3CC2)cc1 | i
Cc1nc2ccc([N+](=O)[O-])cc2s1 | i
CN1CC(=O)N(CC(=O)N(C2CCCCC2)C2CCCCC2)C1=O | i
O=c1[nH]cc([N+](=O)[O-])c2nc[nH]c12 | i
O=C(Cn1cnc2ccc(Br)cc2c1=O)N1CCNC1=O | i
Cn1nc(C(=O)N2CCN(C(=O)C3CC3)CC2)ccc1=O | i
Cc1ccc(C2C(C(=O)c3ccco3)=C(O)C(=O)N2CCN(C)C)o1 (stereo not given) | i
S=c1[nH]c2ccccc2n1Cc1ccc(Cl)cc1Cl | i
CC(=O)Nc1nc2c(s1)C(=O)CC(C)(C)C2 | i
COc1cc(/C=N/NC2=NCCCCC2)cc(OC)c1OC | i
Oc1[nH]c2ccc(F)cc2c1N=Nc1ccccc1C(F)(F)F | i
Cn1nnnc1SCc1cc(Cl)cc2c1OCOC2 | i
Cc1nc2sccn2c1-c1nc(-c2cc(C)n(CC3CCCO3)c2C)cs1 (stereo not given) | i
O=C(CC1(O)C(=O)Nc2ccc(Br)cc21)c1ccccn1 (stereo not given) | i
CC(C)OC(=O)c1c(N)sc2c1CCCC2 | i
CC1CCN(S(=O)(=O)c2ccc3c(c2)OCCO3)CC1 | i
COc1ccc(-c2noc(COc3ccc(C(F)(F)F)cc3)n2)c(OC)c1 | i
Brc1cc2c(cc1CSc1nnc(Cc3cccs3)n1C1CC1)OCO2 | i
Cc1cnc(C(=O)OCc2c(C)noc2C)cn1 | i
c1cc2c(cc1-c1csc(NNC3=NCCCCC3)n1)OCCO2 | i
Cc1noc(C)c1CSc1ncnc2sc3c(c12)CCC3 | i
O=c1[nH]cnc2sccc12 | i
S=c1[nH]c(-c2ccccc2)cn1/N=C/c1cccnc1 | i
Cn1c(SCC23CC4CC(CC(C4)C2)C3)nc2sc3c(c2c1=O)CCCC3 | i
CSc1nncn1/N=C/c1ccc([N+](=O)[O-])cc1 | i
C=CCSc1nnc(N)s1 | i
CCN1C(=O)/C(=C\c2ccsc2)SC1=S | i
COc1ccc(C2=CSC3=NS(=O)(=O)CCN23)c(OC)c1 | i
CCOC(=O)C1=C(COC(=O)c2c(C)noc2C(C)C)NC(=O)NC1C (stereo not given) | i
O=C1/C(=C/c2ccc(-c3ccccc3)cc2)C(c2ccccc2)Oc2ccccc21 (stereo not given) | i
C/C(=N\N=C(N)N)c1ccc(Cl)s1 | i
FC(F)Oc1ccc(Br)cc1/C=C1\CCC=C1N1CCOCC1 | i
S=c1n(CN2CCOCC2)nc2c(Cl)cc(Cl)cn12 | i
Nc1nc(=O)n2c(n1)oc1ccccc12 | i
CCCCn1c(N=Cc2c[nH]c3ccccc23)nc2ccccc21 | i
O=C(CN1CCOCC1)N(C1CCCCC1)C1CCS(=O)(=O)C1 (stereo not given) | i
NC(=O)NC1C=CS(=O)(=O)C1 (stereo not given) | i
CC(C)(C)P(=NC(=S)N1CCCCCC1)(N1CCOCC1)N1CCOCC1 | i
O=S(=O)(c1ccc(Cl)c(S(=O)(=O)C(F)F)c1)C(F)F | i
Cc1nc2scc(C)n2c1/C=C/c1nc2ccccc2s1 | i
O=S(=O)(Nc1nc2ccccc2nc1Nc1ccccc1)c1ccc(Br)s1 | i
COc1cc2c(cc1OC)CN(c1ncccc1[N+](=O)[O-])CC2 | i
CC1(C)CC(=O)C=C(NNc2c(Cl)cc(Cl)cc2Cl)C1 | i
CN1CC(=O)N(CN2CCN(S(=O)(=O)c3ccc4c(c3)OCCCO4)CC2)C1=O | i
Cc1cc(C(=O)Cn2cnc3c2c(=O)n(C)c(=O)n3C)c(C)n1Cc1cccs1 | i
Cc1nn(C)c(C)c1NC(=O)CN | i
c1ccc(Sc2c(-c3ccccc3)nc3ccccn23)cc1 | i
CN1/C(=C\C=Nc2c(F)c(F)c(F)c(F)c2F)C(C)(C)c2ccccc21 | i
CCn1c(C)cc(C(=O)CSc2nnc(-c3ccoc3C)o2)c1C | i
OC(COCc1ccccc1)C[N+]1(Cc2ccccc2)CCCCC1 (stereo not given) | i
CC(C)CN(C(=O)CN(C)C(=O)CC1CCCC1)c1c(N)n(CC(C)C)c(=O)[nH]c1=O | i
Cc1cc(N2CCOCC2)c2c(N)c(C)cc(C)c2n1 | i
O=c1cc(CSc2nc3ncc(Cl)cc3[nH]2)nc2ccc(Br)cn12 | i
FC(F)(F)c1cnc(SCc2nnc(-c3ccc(Cl)cc3)o2)c(Cl)c1 | i
CCOC(=O)c1c(NC(=S)NC(=O)C2(C)CC2(Cl)Cl)sc(C)c1CC (stereo not given) | i
C(=C\C1Nc2ccccc2-c2nc3ccccc3n21)/c1ccccc1 (stereo not given) | i
Cc1nnc(SCc2nnc(-c3ccc(Br)cc3)o2)n1C1CC1 | i
c1ccc(-n2nnnc2Oc2ccc3oc4ccccc4c3c2)cc1 | i

The list goes on:
Molecule | PL biosyn Enam
CC1CCc2sc(-c3nnc(SCc4coc(-c5cccs5)n4)o3)cc2C1 (stereo not given) | i
COc1ccc(N2C3=[N+](CCCS3)CC2(O)c2ccc(C)cc2)cc1 (stereo not given) | i
O=C(OC1CCOC1=O)C1CCN(C2=NS(=O)(=O)c3ccccc32)CC1 (stereo not given) | i
Cc1cc(C(=O)CSc2ncnc3sccc23)c(C)n1C | i
O=[N+]([O-])c1ccc(NC(=S)N=C2c3ccccc3CN2c2ccc(Cl)cc2)cc1 | i
O=P(CCC12CC3CC(CC(C3)C1)C2)(c1ccccc1)c1ccccc1 | i
Cc1n[nH]c(C)c1NC(=O)Cn1cc(C(F)(F)F)cc(Cl)c1=O | i
Clc1ccc(C2C=C(c3ccccc3)Nc3ncnn32)c(Cl)c1 (stereo not given) | i
CCCCc1nnc(NC(=O)Nc2[nH]c(C)c(C(=O)OCC)c2C)s1 | i
CC(NS(=O)(=O)c1ccc2ccccc2c1)C1CC2CCC1C2 (stereo not given) | i
O=S(=O)(Nc1ccc(S(=O)(=O)N2CCCC2)cc1)c1ccc(F)cc1F | i
Cc1noc(C)c1CSCC(=O)OCC(=O)c1c(N)n(CC(C)C)c(=O)n(C)c1=O | i
Cc1nc(Sc2nc3sc4c(c3c(=O)n2C)CCCC4)c2c3c(sc2n1)CCC3 | i
COCCn1c(=S)[nH]c2sc3c(c2c1=O)CCC(C)C3 (stereo not given) | i
CC(C1CC1)N(CC(F)(F)F)C(=O)Cn1ccccc1=O (stereo not given) | i
Cc1nc(SCc2cc(=O)n3cc(Br)ccc3n2)n(C2CCCC2)c1C | i
Cc1cc(C)c2nc(N3CCN(S(=O)(=O)c4ccc5c(c4)OCCO5)CC3)cc(C)c2c1 | i
CCn1c(C)cc(C(=O)Cn2cnc3c2c(=O)n(C)c(=O)n3C)c1C | i
OC(CNCC12CC3CC(CC(C3)C1)C2)COCc1cccs1 (stereo not given) | i
Cc1csc2nc(CN3CCCC3c3cccs3)cc(=O)n12 (stereo not given) | i

An excerpt from above in order of length of the SMILES, falling.
Molecule | PL biosyn Enam
O=S(=O)(Nc1nc2ccccc2nc1Nc1ccccc1)c1ccc(Br)s1 | i
Cn1nc(C(=O)N2CCN(C(=O)C3CC3)CC2)ccc1=O | i
Cc1nc2scc(C)n2c1/C=C/c1nc2ccccc2s1 | i
C=CCSc1nnc(N)s1 | i

(continued)
Molecule | PL biosyn Enam
Clc1ccc2nc(-c3cccs3)cn2c1 | i
Cn1/c(=N/N=C2\CCCc3ccccc32)sc2ccccc21 | i
O=C(CSc1nnnn1C1CC1)c1ccc2c(c1)OCO2 | i
COc1ccc2cc(S(=O)(=O)N3CCN(C)CC3)ccc2c1 | i
CC1CCc2c(sc(NC(=O)c3ccc([N+](=O)[O-])s3)c2C(N)=O)C1 (stereo not given) | i
Cn1c(SC2CCOC2=O)nc2sc3c(c2c1=O)CCC3 (stereo not given) | i
CCNc1nc(NCC)n2c(SCC(=O)N(CC)C3CCCCC3)nnc2n1 | i
c1ccc2c(c1)ncn2CC1CCCCC1 | i
C=CCn1c(SCC(=O)c2ccc(Cl)s2)nc2sc3c(c2c1=O)CCC3 | i
O=C1CSC(=S)N1/N=C/c1cccs1 | i
O=C1Oc2ccccc2C(=O)/C1=C\N1CCCc2ccccc21 | i
S=c1[nH]nc(-c2cccs2)n1C1CC1 | i
c1ccc2c(c1)CCN(c1ncnc3c1oc1ccccc13)C2 | i
C=CCN=c1scc(-c2ccccc2F)n1N=C1CCCC1 | i
OCCSc1ncnc2sc3c(c12)CCCC3 | i
COc1cc(C2C=C(c3ccccc3)Nc3ncnn32)ccc1OCc1ccccc1 (stereo not given) | i
C=CCNC(=S)Nc1cc(OC)cc(OC)c1 | i
CC(C)(C)OC(=O)N1CCC[C@H]1C(=O)NC12CC3CC(CC(C3)C1)C2 | i
O=S1(=O)N=C(Nc2cccc(C(F)(F)F)c2)c2ccccc21 | i
O=C(CSc1cccc[n+]1[O-])NC(=O)NC1CCS(=O)(=O)C1 (stereo not given) | i
CC1CCC(C(C)C)C(OP(=O)(Nc2ccc(N(C)C)cc2)c2ccccc2)C1 (stereo not given) | i
C[n+]1cn(C2=C([O-])c3ccccc3C(=O)C2=NS(=O)(=O)c2ccc([N+](=O)[O-])cc2)c2ccccc21 | i
COCCNC(=S)N/N=C/c1ccsc1 | i
NC(=O)CSc1nnc(-c2cccs2)o1 | i
O=C(O)Cn1nc(-c2ccco2)oc1=O | i
c1ccn2c(SCC34CC5CC(CC(C5)C3)C4)nnc2c1 | i
O=C(O)c1cc(Cl)sc1Cl | i
Oc1c(C(c2ccncc2)N2CCOCC2)ccc2cccnc12 (stereo not given) | i
Nc1nc(-c2ccc3c(c2)OCO3)cs1 | i
c1ccc2c(c1)ncn2C1CCCCC1 | i
CC1CCc2sc(C(=O)N/N=C/c3ccco3)cc2C1 (stereo not given) | i
O=C1C(Cl)=C(NCCNCCO)C(=O)c2ccccc21 | i
FC(F)Oc1ccc(-c2csc(=Nc3cccnc3)n2C2CC2)cc1 | i
S=c1[nH]c2ccccc2n1-c1ccccc1 | i
CN(Cc1cccs1)C(=O)c1cc(Br)c(Br)s1 | i
CC(=O)c1c(C)[nH]c(C(=O)C(C)Sc2nnnn2C)c1C (stereo not given) | i
NC(=O)c1c(NC(=O)CSc2n[nH]c(N)n2)sc2c1CCC2 | i
O=C1NC2(CCCCC2)C(=O)N1CN1CCOCC1 | i
O=S(=O)(Nc1ncnc2ccccc12)c1cccs1 | i
Cc1cc(C(=O)CSc2nnc(C3CC3)o2)c(C)n1Cc1ccco1 | i

Structures above that contain a CF3 group (six):
Molecule | PL biosyn Enam
Oc1[nH]c2ccc(F)cc2c1N=Nc1ccccc1C(F)(F)F | i
COc1ccc(-c2noc(COc3ccc(C(F)(F)F)cc3)n2)c(OC)c1 | i
FC(F)(F)c1cnc(SCc2nnc(-c3ccc(Cl)cc3)o2)c(Cl)c1 | i
Cc1n[nH]c(C)c1NC(=O)Cn1cc(C(F)(F)F)cc(Cl)c1=O | i
CC(C1CC1)N(CC(F)(F)F)C(=O)Cn1ccccc1=O (stereo not given) | i
O=S1(=O)N=C(Nc2cccc(C(F)(F)F)c2)c2ccccc21 | i

The listing continues:
Molecule | PL biosyn Enam
CCC(C)CCCNc1nnc(SCC(=O)C23CC4CC(CC(C4)C2)C3)s1 (stereo not given) | i
CC1CCc2c(sc3[nH]c(=S)n(CC4CCCO4)c(=O)c23)C1 (stereo not given) | i
O=S1(=O)CCN2N=C(SCc3ccc(Cl)cc3)SC2=N1 | i
O=C(C[n+]1cccc(O)c1)c1ccc(OC(F)F)cc1 | i
Brc1ccc2cc(Oc3ncnc4c3oc3ccccc34)ccc2c1 | i
Fc1ccc(/C=N/n2c(-c3ccc(Cl)cc3)csc2=NCC2CCCO2)cc1 (stereo not given) | i
O=[N+]([O-])c1cc(S(=O)(=O)N2CCCC2)ccc1Sc1nnc2ccccn12 | i
CC(=O)c1c(C)[nH]c(C(=O)CN2CCCC2)c1C | i
C=CCn1c(SCC(=O)NC(N)=O)nc2sc3c(c2c1=O)CCC3 | i
COc1cc(/C=N/N=C/c2cc(OC)c(O)c(OC)c2)cc(OC)c1O | i
CC1CCC2(CC1)NC(=O)N(CN1C(C)CCCC1C)C2=O (stereo not given) | i
O=S(=O)(c1cccc(-c2n[nH]c(=S)o2)c1)N1CCOCC1 | i
O=[N+]([O-])c1ccc(C2CN=C(NC3CCCCC3)S2)cc1 (stereo not given) | i
Brc1cc2c(cc1CSc1nnc(C3CC3)n1-c1ccccc1)OCCO2 | i
CC(Sc1nnnn1C)C(=O)C12CC3CC(CC(C3)C1)C2 (stereo not given) | i
O=C(CN1C(=O)NC2(CCCCC2)C1=O)NCCc1ccco1 | i
O=[n+]1cc(-c2ccc(Br)cc2)n([O-])c2c1CCC2 | i
Fc1ccc(-n2c(-c3ccncc3)n[nH]c2=S)cc1 | i
COCCN=c1scc(-c2cccc(Br)c2)n1/N=C/c1ccc2c(c1)OCO2 | i
c1ccc(OCCn2c3ccccc3c3nc4ccccc4nc32)cc1 | i
Oc1[nH]c2c(Cl)cc(Cl)cc2c1N=NC(=S)NC1CCCCC1 | i
Cn1c(=S)[nH]c2cc3ccccc3cc2c1=O | i
CCCN1C(=O)/C(=C/c2c(N3CCN(CCO)CC3)nc3c(C)cccn3c2=O)SC1=S | i
Clc1ccc(-c2cn(-c3ccccc3)c3[n+]2CCCS3)c(Cl)c1 | i
